Mtb UGM inh – blocks M. tuberculosis UGM enzyme | hit rate 0.06% among 320,000 | purified UGM, fluorescence polarization probe displacement | P9WIQ1 | inhibition, % at 10 µM; in the data active = inhibition above about 10%, passing the limit was not always enough; inconclusive = no clear call, values can overlap the other calls
BoNT-A LC inh2 – inhibitors of Botulinum neurotoxin A light chain protease. hit rate 0.17% among 360,000. multiplex microsphere protease substrate cleavage, flow cytometry. inhibition, % at 10 µM; also: plate controls were buffer without enzyme for full effect and enzyme alone for no effect
BoNT-F LC inh – inhibitors of Botulinum neurotoxin F light chain protease | Multiplex microsphere protease cleavage assay, flow cytometry | inhibition, % at 10 µM | hit rate 0.22% among 360,000 | AID 588497; in the data active = inhibition above about 35%, passing the limit was not always enough; inconclusive = no clear call, values can overlap the other calls; also: plate controls were buffer without enzyme for full effect and enzyme alone for no effect
PfHsp40 rescue – rescue of PfHsp40-mediated yeast toxicity. S. cerevisiae expressing PfHsp40, growth rescue, ATP luminescence. growth rescue, % at 12.5 µM. hit rate 0.68% among 340,000. AID 504582; in the data active = growth rescue above about 28%, passing the limit was not always enough; inconclusive = no clear call, values can overlap the other calls;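 also: yeast W303a lacking pdr1 and pdr3 grown in galactose medium; growth measured after three days at 30 °C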
Anthrax LF prot – blocks Bacillus anthracis lethal factor protease. hit rate 0.12% among 360,000. inhibition, % at 10 µM. P15917. multiplex microsphere protease cleavage assay, LF. AID 588501; also: plate controls were buffer without enzyme for full effect and enzyme alone for no effect
Target sequence (P15917 whole entry, looked up): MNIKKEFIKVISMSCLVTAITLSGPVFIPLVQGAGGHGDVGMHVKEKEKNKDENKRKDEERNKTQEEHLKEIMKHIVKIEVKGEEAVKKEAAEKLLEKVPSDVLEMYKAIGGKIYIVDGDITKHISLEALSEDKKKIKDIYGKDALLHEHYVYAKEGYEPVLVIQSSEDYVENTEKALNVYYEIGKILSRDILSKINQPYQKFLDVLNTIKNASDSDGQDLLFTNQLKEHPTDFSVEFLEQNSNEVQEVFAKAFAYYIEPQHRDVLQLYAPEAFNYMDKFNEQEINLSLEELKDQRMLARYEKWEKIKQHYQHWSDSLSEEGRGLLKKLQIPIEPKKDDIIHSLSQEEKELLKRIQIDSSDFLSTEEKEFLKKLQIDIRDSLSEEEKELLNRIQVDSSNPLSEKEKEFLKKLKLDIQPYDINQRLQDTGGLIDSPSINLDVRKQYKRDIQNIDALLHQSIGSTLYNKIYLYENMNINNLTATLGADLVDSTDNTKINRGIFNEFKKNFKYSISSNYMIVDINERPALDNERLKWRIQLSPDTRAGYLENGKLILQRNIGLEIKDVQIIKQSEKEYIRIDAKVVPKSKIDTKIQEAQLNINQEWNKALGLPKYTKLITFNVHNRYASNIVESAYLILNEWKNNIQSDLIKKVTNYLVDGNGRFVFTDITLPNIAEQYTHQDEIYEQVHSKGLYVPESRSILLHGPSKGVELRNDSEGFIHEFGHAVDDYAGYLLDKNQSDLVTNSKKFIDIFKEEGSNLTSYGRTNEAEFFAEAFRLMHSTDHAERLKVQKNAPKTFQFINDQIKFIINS
BioA inh – blocks M. tuberculosis BioA enzyme activity. purified M. tuberculosis BioA enzyme, plate reader. inhibition, % at 9.99 µM. hit rate 0.096% among 360,000; in the data active = inhibition above about 40%; inconclusive = no clear call, values can overlap the other calls
FBA Mtb inh – inhibits M. tuberculosis FBA enzyme. P9WQA3. purified M. tuberculosis FBA, fluorescence read-out. inhibition, % at 1 µM. hit rate 2.3% among 360,000. AID 588726; in the data active = inhibition above about 27%;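 also: 0% = vehicle and 100% = reference inhibitor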
FadD28 binding – inhibitors of Mycobacterium tuberculosis FadD28 bisubstrate binding; AID 588549; hit rate 0.22% among 360,000; inhibition, % at 12.5 µM; FadD28 bisubstrate probe binding, fluorescence polarization; in the data active = inhibition above about 8.5%, passing the limit was not always enough; inconclusive = no clear call, values can overlap the other calls
GDH-TPI inh – inhibits GDH-TPI coupling enzymes, artifact for Mtb FBA screen | hit rate 1.2% among 360,000 | GDH-TPI coupled enzyme counterscreen, NADH absorbance | AID 588335 | inhibition, % at 4.8 µM; in the data active = inhibition above about 30%;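 also: 0% = DMSO wells and 100% = wells lacking the enzyme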
* hit, by the source's call; ? = inconclusive; / = not tested or not shown; & = joins results of further samples. Rule as the data show it, unless noted: active = inhibition above about 30%; inconclusive = no clear call, values can overlap the other calls; inactive = below that.

canonical_smiles	Mtb UGM inh	BoNT-A LC inh2	BoNT-F LC inh	PfHsp40 rescue	Anthrax LF prot	BioA inh	FBA Mtb inh	FadD28 binding	GDH-TPI inh
COc1ccc(-n2c(SCC(=O)NC3CCCCC3)nc3ccsc3c2=O)cc1	-0.5	?	0	1.2	0	1.2	-2	-2.2	0
C[C@H](NC(=O)c1nc[nH]c1C(=O)N1CCN(c2ccccc2)CC1)c1ccccc1	0.6	-0.3	-1	0.0	10	2.2	-1	-3.0	-4
O=C(COC(=O)CSc1ccc2ccccc2c1)NC1CCCC1	4.4	-0.9	-3	1.2	-4	2.1	-1	-1.4	-4
COCCNC(=O)C1CCCN(C(=O)c2oc3ccccc3c2C)CC1 (configuration not stated)	/	-0.1	2	/	0	0.4	1	-2.5	2
CC1(C)Cc2c(sc3ncn4nc(CCC(=O)O)c(=O)nc4c23)CO1	0.3	-2.8	-51	0.0	-5	0.8	10	-1.5	20
COC(=O)C1CN(C(=O)C(C)Oc2cccc(C)c2C)c2ccccc2O1 (configuration not stated)	1.5	0.7	-5	1.1	-17	/	0	-0.9	5
CCOC(=O)c1sc(NC(=O)CSc2n[nH]c(C)n2)nc1C	-0.4	-0.2	-3	-0.4	0	-0.8	9	-0.2	8
Nc1ccc(Oc2ccc3c(c2)OCO3)cc1	0.1	-0.2	-6	0.3	-3	/	2	-0.1	-1
O=C(NCCN1CCCC1)C1COc2ccccc2O1 (configuration not stated)	-3.6	0.7	-12	1.4	-4	0.8	3	0.6	5
CCN1CCN(C(=S)NC(=O)c2cc(OC)c(OC)c(OC)c2)CC1	0.4	-0.8	2	-2.0	-3	0.5	-1	-0.5	-1
Cc1nc(-c2ccc(NC(=O)c3ccccc3C)cc2)cs1	-1.2	0.4	-2	2.5	-4	-1.9	3	1.5	5
N#CNC(=Nc1ccccc1)SCc1ccc(C(=O)O)cc1	-0.4	-0.5	-6	-1.6	1	/	2	-1.9	0
O=C(O)Cc1sc(=O)[nH]c1O	/	-0.7	-2	-0.7	-11	0.5	-2	-3.6	2
COc1cc(-c2nnc(SCC(=O)N(Cc3ccccc3)C(C)(C)C)o2)cc(OC)c1OC	0.1	-1.0	-14	-0.8	-1	/	2	-6.6	13
Cc1cc(NC(=O)CCN2CCN(CCO)CC2)ccc1Br	0.9	-2.7	?	-0.3	-11	-0.8	3	0.2	2
CCCN1CCC(=O)N([C@H](CSc2ccc(Br)cc2)c2ccccc2)CC1	-1.1	-0.6	-6	-0.9	-5	-0.5	-1	-3.8	-7
CC1CCCCN1C(=O)COC(=O)CNC(=O)c1sc2ccccc2c1Cl (configuration not stated)	0.1	3.2	-4	1.5	4	/	-1	-3.9	-4
CN(C(=O)c1cccc(Br)c1)C1CCS(=O)(=O)C1 (configuration not stated)	0.0	0.4	-5	-1.2	-1	-1.1	0	-3.7	-2
CN(c1ccccc1)S(=O)(=O)c1cccc(NC(=O)c2ccc(Cl)c([N+](=O)[O-])c2)c1	-1.0	-75	-109	-0.7	-18	3.9	1	0.8	7
Cc1ccnc(SCCn2c(N3CCOCC3)nc3c2c(=O)[nH]c(=O)n3C)n1	-0.1	0.1	-1	-0.9	0	-1.7	0	-2.4	-1
O=C1/C(=C/c2ccccc2)SC(=S)N1N1C(=O)C2CC2C1=O (configuration not stated)	-0.1	0.2	-6	0.4	0	/	3	-1.0	14
O=c1c2ccccc2nc2n1C(CSc1ccc(F)cc1)CN2 (configuration not stated)	2.3	0.6	13	-0.3	-6	1.2	1	-1.3	11
Cn1nc(CC(=O)Nc2ccc3c(c2)CCC3)c2ccccc2c1=O	/	1.0	-4	-1.6	1	-3.2	2	-2.4	0
COc1cc(/C=N/NC(=O)Cn2cnc3ccccc3c2=O)ccc1O	1.2	-1.0	-7	-0.8	-11	/	-3	-3.6	23
CC(=O)N1CCN(C(=O)c2ccc(Cl)c(S(=O)(=O)N3CCCC3)c2)CC1	-0.3	0.2	3	0.6	-6	/	1	-1.5	2
CNC(=S)N1CCN(c2nc(-c3ccc(F)cc3)cs2)CC1	2.6	-2.2	12	0.2	-14	-1.1	0	0.6	5
CCC(C)c1ccc(NC(=O)CN(C)CC(=O)Nc2cccc(OC)c2)cc1 (configuration not stated)	0.6	-0.8	-2	-0.5	-3	-3.8	-3	-0.4	-6
O=C(CO/N=C/c1ccc(OC(F)F)cc1)NC1CCCCC1	-0.9	-0.2	-2	0.9	0	/	0	-3.8	1
CN(C)C(CNC(=O)c1cnc(Cl)c(Cl)c1)c1ccccc1 (configuration not stated)	0.7	-3.2	-23	1.2	6	-2.2	-3	-3.2	-3
O=C(Cn1nc(-c2ccccc2)oc1=O)OCC(=O)c1ccccc1	0.4	-0.6	2	0.3	-5	-0.7	2	-0.7	10
COc1ccc(CNC(=O)CCC(=O)c2ccc(F)cc2)cc1OC	0.1	-0.5	-3	-1.3	-7	2.4	0	-1.2	8
COc1cc(N)c(Cl)cc1C(=O)OCC(=O)N1CCCC1	-1.9	-1.3	14	0.3	-3	11	0	-1.1	-3
COc1ccc(C(c2nnnn2C2CCCC2)N2CCC3(CC2)C(=O)NCN3c2ccccc2)cc1 (configuration not stated)	/	-0.2	4	/	1	-7.7	1	-0.8	/
COc1ccc(NC(=O)CN(C)C(=O)/C=C/c2ccc(OCc3ccccc3)cc2)cc1	-0.5	-1.9	-15	16	-4	0.9	-2	-0.7	10
CCOC(=O)C1CCCN(C(=O)c2cc(-c3ccco3)nc3ccccc23)C1 (configuration not stated)	/	1.1	9	-1.2	8	0.0	84*	/	5
c1ccc(N2CCN(CC3CCCCC3)CC2)cc1	0.0	-4.9	-23	1.4	-3	-5.0	3	-0.4	3
COc1ccccc1Nc1ccc(Nc2ccccc2OC)nn1	0.4	-0.6	-8	0.5	-2	/	4	3.5	14
O=C(CSc1nnc(Nc2ccccc2F)s1)NC1CCS(=O)(=O)C1 (configuration not stated)	-0.4	3.5	-9	-0.8	-2	0.2	1	-2.6	10
Cc1nn(C)c(C)c1/C=C/C(=O)c1ccc(Cl)cc1Cl	0.3	-1.3	-5	0.6	1	/	-3	0.2	22
CC(C)(C)n1ncc2c(=O)n(CC(=O)Nc3ccc(Cl)cc3)cnc21	-0.4	-0.4	5	1.3	-4	3.4	-2	0.4	6
CCN(CC)C1CCN(C(=O)c2cc(COc3cccc4cccnc34)on2)C1 (configuration not stated)	/	-0.5	-10	-0.2	1	0.1	10	-0.2	-1
COC(=O)C1=C(C)NC(=O)NC1/C=C/c1ccccc1 (configuration not stated)	1.2	0.1	-2	-1.2	-4	-0.8	-6	-1.6	8
Cc1cc(C)c2nc(N3CCN(C(=O)c4cccs4)CC3)sc2c1	/	2.9	9	-2.4	6	8.4	5	-0.7	0
COc1ccc(NC(=O)N(C)C[C@H]2Oc3ccc(NC(=O)Cc4ccccc4)cc3CC(=O)N([C@H](C)CO)C[C@H]2C)cc1	1.9	0.8	-4	-1.9	-2	1.5&2.7	0	-4.5	-2
Cc1sc2ncnc(Sc3ccccc3C(=O)Nc3ccc(C#N)cc3)c2c1C	5.2	0.3	-7	-0.3	2	/	6	-0.3	16
CCc1ccccc1NC(=O)C1=CC(c2ccc(OC)c(OC)c2)=NS(=O)(=O)N1C	0.3	0.1	-5	-0.4	6	-2.0	3	-3.7	10
Cc1occc1C(=O)N/N=C/c1ccccc1[N+](=O)[O-]	-1.1	3.4	-21	-1.0	?	2.2	1	-3.5	7
CCc1cc2cc3c(cc2nc1SCC(=O)Nc1cc(C)on1)OCO3	0.6	-2.1	-32	-0.3	-11	-0.1	3	0.0	1
Cc1ccc(CN2CC(C(=O)NCCCn3nc(C)cc3C)CC2=O)cc1 (configuration not stated)	/	0.9	4	0.5	1	-1.4	3	-0.6	2
O=C(Nc1cccc(Cl)c1N1CCOCC1)c1cc([N+](=O)[O-])ccc1N1CCOCC1	0.9	1.0	7	0.7	0	1.4	2	0.1	10
Cc1ccc(C(c2nnnn2CS(=O)(=O)c2ccc(C)cc2)N2CCC(C(N)=O)CC2)cc1 (configuration not stated)	3.3	1.2	-1	1.0	-1	-1.2	3	-2.6	-3
OC(COc1ccc(Cl)cc1)CN1CCN(c2ccccc2)CC1 (configuration not stated)	4.2	-2.1	-13	-1.6	2	8.2	-1	-0.1	4
COCc1cc(C)nc(SCc2ccc(Br)cc2)c1C#N	1.3	-0.3	0	0.6	-2	-0.7	0	-2.4	11
Cc1ccc(NS(=O)(=O)c2cccc(C(=O)NCC3(N(C)C)CCCCC3)c2)cc1	-1.7	0.2	1	-1.1	1	-1.0	0	-0.3	-1
CC(C)Oc1ccc(C(=O)NCC(=O)O)cc1	6.0	1.4	-5	-0.8	0	-2.1	-1	1.0	1
COCc1ccc(-c2ccc3c(c2)c(C#Cc2ccsc2)c(-c2cc(OC)cc(OC)c2)n3C)cc1	0.2	0.2	-12	-0.9	-7	-2.4	3	-3.4	33*
COC(=O)c1sc(NC(=O)CSc2nncs2)c(C(=O)OC)c1C	0.1	-1.2	-21	0.5	0	-2.6	5	-1.6	11
Cc1sc2nc(C(C)(C)C)oc(=O)c2c1C	1.4	2.1	0	1.1	-4	-1.9	2	0.8	11
CCN1CCN(c2c(C=O)c(Cl)nc3ccc(OC)cc23)CC1	0.4	0.2	?	-2.2	-3	3.1	1	-1.6	6
COC(=O)c1ccc(NC(=O)CCN2C(=O)NC(C)(C)C2=O)cc1	0.4	-0.1	1	0.5	6	-1.1	1	-2.2	6

The list continues:
canonical_smiles	Mtb UGM inh	BoNT-A LC inh2	BoNT-F LC inh	PfHsp40 rescue	Anthrax LF prot	BioA inh	FBA Mtb inh	FadD28 binding	GDH-TPI inh
Nc1nc(NCc2ccco2)nc(Nc2cccc(F)c2)c1[N+](=O)[O-]	-2.1	/	/	1.2	/	-1.0	0	-1.0	27
C/C(=N\NC(=O)Cc1cccn1C)c1ccc([N+](=O)[O-])cc1	0.9	-0.6	-1	/	-6	-1.1	1	-4.1	15
COc1ccc(C(C)NC(=O)c2ccoc2C)cc1OC (configuration not stated)	0.7	-3.9	-6	-0.7	-2	-0.6	2	-0.8	5
O=C(Nc1ccn(CCCN2CCN(Cc3cccc4ccccc34)CC2)c(=O)n1)OCc1ccccc1	/	-0.2	5	/	-5	/	-1	-6.4	1
CCN(CC(=O)Nc1c(F)cccc1F)C(=O)c1ccc(NC(=O)CC2SC(N3CCCC3)=NC2=O)cc1 (configuration not stated)	3.7	-1.8	-3	-0.5	1	-1.0	1	-0.7	4
O=C(Nc1nc2c(s1)CCCC2=O)c1cnccn1	2.5	-3.6	-4	0.2	-1	-0.3	2	0.0	32*
COc1ccc(NC(=O)ON=C2c3ccccc3-c3ccccc32)cc1	0.6	-0.6	-8	8.1	1	-1.6	-3	-4.1	3
CN(C)c1ccc(/C=N\NC(=O)c2csnn2)cc1	-0.5	1.0	-5	-0.9	1	-1.5	-4	-1.6	42*
COc1ccc(N(C(C)C(=O)N/N=C/c2cccnc2)S(C)(=O)=O)cc1 (configuration not stated)	0.8	0.1	-6	3.7	0	1.9	-1	-0.4	2
Oc1ccccc1C1=Nc2ccccc2N=C(c2cccs2)C1	1.7	2.3	-2	0.9	0	-2.8	1	-1.7	15

An excerpt from above, showing only Mtb UGM inh and PfHsp40 rescue:
compound | Mtb UGM inh | PfHsp40 rescue
Cc1occc1C(=O)N/N=C/c1ccccc1[N+](=O)[O-] | -1.1 | -1.0
CCc1cc2cc3c(cc2nc1SCC(=O)Nc1cc(C)on1)OCO3 | 0.6 | -0.3
Cc1ccc(CN2CC(C(=O)NCCCn3nc(C)cc3C)CC2=O)cc1 (configuration not stated) | / | 0.5
